Assay outcomes deposited in PubChem by several laboratories.
M4 PAM – potentiates acetylcholine response at human M4 receptor; P08173; CHO-K1 hM4/Gqi5, Fluo-8 calcium fluorescence, ACh EC20; 0% = ACh EC20, 100% = maximal ACh; activation, % at 3 µM; actives 0.4% (n = 360,000); AID 624126;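 active = activation above its plate's cutoff, the mean activation of sample wells plus 3 SD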; note: some results filed as inactive read as strong as hits
Target sequence (P08173 whole entry, looked up): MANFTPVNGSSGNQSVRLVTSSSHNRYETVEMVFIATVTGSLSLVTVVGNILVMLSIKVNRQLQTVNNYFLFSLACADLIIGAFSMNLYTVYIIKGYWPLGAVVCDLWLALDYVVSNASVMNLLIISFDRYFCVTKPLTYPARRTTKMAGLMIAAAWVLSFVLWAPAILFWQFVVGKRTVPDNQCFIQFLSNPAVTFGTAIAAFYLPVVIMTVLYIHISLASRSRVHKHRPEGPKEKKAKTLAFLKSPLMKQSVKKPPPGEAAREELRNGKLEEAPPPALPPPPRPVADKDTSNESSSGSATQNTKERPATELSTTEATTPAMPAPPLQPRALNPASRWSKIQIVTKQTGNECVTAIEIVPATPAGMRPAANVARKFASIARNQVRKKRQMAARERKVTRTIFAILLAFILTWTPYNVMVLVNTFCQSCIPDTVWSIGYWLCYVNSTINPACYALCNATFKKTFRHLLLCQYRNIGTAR
M5 PAM – CHRM5 positive allosteric modulation. P08912. CHO-K1 hM5, Fluo-8 calcium, ACh EC20 PAM; 0% = ACh EC20, 100% = ACh EC100. activation, % at 3 µM. actives 0.3% (n = 360,000). AID 624038;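 active = activation above the run cutoff, the mean activation of all test compounds plus 3 SD, cut at about 18% in these data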
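Assay system: CHO-K1 hM5 cells / Incubation: Fluo-8 loading 80 min at 37 °C plus 30 min room temperature / Technique: Fluo-8 calcium dye fluorescence, kinetic read / Repeats: single replicate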
CRFR2-BP antag – antagonists of CRF-binding protein/CRF-R2 receptor complex; HEK293 CRF-R2/CRF-BP, CRF-induced calcium fluorescence; inhibition, % at 11.8 µM; actives 0.59% (n = 350,000); AID 588475;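 active = inhibition of the ligand-induced calcium signal above about 50% at the single tested concentration, limit read from the data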
M5 ag – CHRM5 agonism in calcium assay. P08912. CHO-K1 hM5 cells, Fluo-8 calcium fluorescence; 0% DMSO wells, 100% maximal acetylcholine response. activation, % at 3 µM. actives 0.19% (n = 360,000). AID 624037;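 active = activation above the run's mean over test compounds plus 3 SD, cut at about 23% in these data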;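 note: signal is peak over basal fluorescence ratio across the kinetic read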
CHRM4 agonist – CHRM4 agonism in calcium assay | P08173 | CHO-K1 hM4/Gqi5, Fluo-8 calcium fluorescence; vehicle 0%, full acetylcholine response 100% | activation, % at 3 µM | actives 0.14% (n = 360,000) | AID 624127;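 active = activation above the run mean over all test wells plus 3 SD, cut at about 32% in these data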;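 note: peak over basal fluorescence ratio per well then scaled between controls; 0% = DMSO wells and 100% = acetylcholine at EC100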
M4 antag – CHRM4 antagonism in calcium assay | CHO-hM4 cells, ACh EC80, Fluo-8 calcium fluorescence | inhibition, % at 3 µM | actives 0.73% (n = 360,000);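 active = inhibition above its plate's cutoff, the mean inhibition of sample wells plus 3 SD, cut at about 27% in these data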;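 note: 0% = acetylcholine EC80 with DMSO and 100% = DMSO without agonist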
CHRM5 antagonist – blocks acetylcholine activation of human M5 receptor | actives 0.59% (n = 360,000) | AID 624040 | CHO-hM5 cells, Fluo-8 calcium fluorescence, ACh EC80 | P08912 | inhibition, % at 3 µM;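 active = inhibition above a per-plate cutoff, the mean of that plate's test compounds plus 3 SD, cut at about 27% in these data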;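 note: 0% = acetylcholine EC80 with DMSO and 100% = DMSO without agonist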
M1 PAM – potentiates human M1 receptor response to acetylcholine; CHO-K1 hM1, Fluo-8 calcium fluorescence, ACh EC20; 0% = ACh EC20, 100% = maximal ACh; activation, % at 3 µM; actives 0.088% (n = 360,000); AID 588819; in the data active = activation above about 19%, passing the limit was not always enough
Target sequence (P11229 whole entry, looked up): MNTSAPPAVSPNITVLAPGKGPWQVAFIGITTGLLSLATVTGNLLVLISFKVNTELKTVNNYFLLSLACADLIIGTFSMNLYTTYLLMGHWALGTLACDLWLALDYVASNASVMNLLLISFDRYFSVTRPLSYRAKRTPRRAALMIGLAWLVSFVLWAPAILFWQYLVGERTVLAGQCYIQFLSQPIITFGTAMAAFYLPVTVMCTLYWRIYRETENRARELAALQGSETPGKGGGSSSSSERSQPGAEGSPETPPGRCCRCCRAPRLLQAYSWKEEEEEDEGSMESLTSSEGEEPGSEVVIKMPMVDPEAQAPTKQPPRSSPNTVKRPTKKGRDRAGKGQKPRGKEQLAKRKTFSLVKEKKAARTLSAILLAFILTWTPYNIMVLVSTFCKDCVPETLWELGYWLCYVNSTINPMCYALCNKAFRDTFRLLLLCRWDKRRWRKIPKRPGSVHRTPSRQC
CRFBP-R2 agonist – CRF-BP/CRF-R2 complex agonism. actives 0.46% (n = 350,000). HEK293 CRF-R2/CRF-BP, calcium dye fluorescence (FLIPR); percent of saturating CRF peptide response. activation, % at 13.2 µM;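 active = activation of at least 50%, plus an integration ratio under a set limit after plate pattern correction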;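 note: plate controls were neutral control wells without compound for no effect and CRF at EC100 for full effect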
* = called active by the depositor; . = no result given. An unsorted share of the library; about 2.6% have a hit in one of these screens.

Sample of the layout:
nr	M4 PAM	M5 PAM	CRFR2-BP antag	M5 ag	CHRM4 agonist	M4 antag	CHRM5 antagonist	M1 PAM	CRFBP-R2 agonist	Compound
1	2.0	5.6	7.0	-1.1	1.6	-3.0	-5.5	1.5	0.9	COc1ccc(CCN2CN(S(=O)(=O)c3ccccc3)c3nc4ccccc4nc32)cc1OC
2	-5.7	-2.9	16.1	-8.2	0.6	-9.9	-0.9	8.8	6.3	Cc1c(C)n(CCCN(C)C)c2ncnc(Nc3ccccc3)c12
3	-2.1	-2.9	-2.2	-4.2	0.9	-1.5	12.5	2.7	0.5	CC(C)c1nnc(NC(=O)CCC(=O)NCc2ccccc2Cl)s1
4	6.7	1.1	-4.4	0.4	0.8	-7.9	3.6	10.1	1.0	CCCCCCCOc1ccc(OC(=O)c2ccncc2)cc1

The listing (from the top)
nr	M4 PAM	M5 PAM	CRFR2-BP antag	M5 ag	CHRM4 agonist	M4 antag	CHRM5 antagonist	M1 PAM	CRFBP-R2 agonist	Compound
1	2.0	5.6	7.0	-1.1	1.6	-3.0	-5.5	1.5	0.9	COc1ccc(CCN2CN(S(=O)(=O)c3ccccc3)c3nc4ccccc4nc32)cc1OC
2	-5.7	-2.9	16.1	-8.2	0.6	-9.9	-0.9	8.8	6.3	Cc1c(C)n(CCCN(C)C)c2ncnc(Nc3ccccc3)c12
3	-2.1	-2.9	-2.2	-4.2	0.9	-1.5	12.5	2.7	0.5	CC(C)c1nnc(NC(=O)CCC(=O)NCc2ccccc2Cl)s1
4	6.7	1.1	-4.4	0.4	0.8	-7.9	3.6	10.1	1.0	CCCCCCCOc1ccc(OC(=O)c2ccncc2)cc1
5	1.6	-5.5	-11.6	-4.1	0.6	-8.6	16.9	4.3	0.3	O=C(NC1CCN(Cc2ccc(F)cc2)CC1)c1ccccc1
6	0.8	-1.0	-4.4	1.4	3.0	1.4	3.3	-2.8	-0.9	O=C(N/N=C/c1c[nH]c2ccc(Br)cc12)c1ccc2c(c1)OCO2
7	-3.5	-3.9	30.5	-1.1	1.7	6.4	1.4	6.0	5.6	COc1ccc(-n2c(SCC(=O)Nc3ccc([N+](=O)[O-])cc3OC)nc3ccccc32)cc1
8	-5.3	-5.5	-39.9	-0.5	0.1	-4.9	1.8	-0.2	-0.1	O=C(NN1C(=O)C2C3C=CC(C4CC34)C2C1=O)c1cccc(Cl)c1 (stereo unspecified)
9	-1.3	0.1	-35.5	-1.8	3.0	-4.4	-7.4	1.1	-0.9	O=C(COC(=O)c1ccc(S(=O)(=O)N2CCCC2)cc1)NCc1cccs1
10	-6.8	-7.3	-20.0	-1.1	0.1	7.8	17.4	-0.9	0.2	COC(=O)c1ccc(-c2ccc(Cl)cc2)nc1C
11	-0.3	1.6	9.9	1.3	0.8	1.0	-13.3	10.4	-1.7	CCCNC(=O)Cn1cnc([N+](=O)[O-])n1
12	10.3	12.4	-5.5	0.9	2.1	-10.7	0.8	6.1	-0.1	O=C(CN(C(=O)CNC(=O)c1ccco1)c1ccc(F)cc1)NC1CCCC1
13	-4.8	-0.7	-5.9	2.5	1.2	7.2	-0.8	-1.2	0.0	O=C(CC12CC3CC(CC(C3)C1)C2)N1CCCC1
14	2.1	6.3	-12.7	-7.3	-0.1	4.5	2.5	7.5	0.9	Cc1cc(C)nc(NC(N)=NCCc2ccccc2)n1
15	-2.8	-4.8	6.7	-1.3	-0.5	0.4	11.4	10.1	0.8	COc1ccccc1N(CC(=O)N/N=C(\C)c1ccc(F)cc1)S(=O)(=O)c1ccccc1
16	3.7	2.5	9.5	-0.2	0.1	0.6	-1.2	0.0	-1.9	Cc1ccc(S(=O)(=O)N(C)C)cc1NC(=S)N1CCCCC1CO (stereo unspecified)
17	6.6	-1.3	-23.0	-0.8	5.0	-12.1	4.2	1.3	-2.3	O=CC1=C(N2CCOCC2)/C(=C/c2ccc(Cl)cc2)CC1
18	-2.1	-0.3	-30.3	-2.7	0.0	9.2	0.4	1.7	1.3	O=c1cc(CO)oc(CN2CCN(c3ccccc3)CC2)c1O
19	2.6	1.9	-12.4	1.3	0.5	2.3	9.7	6.5	-0.6	COCc1cc(SC2CCCCC2)nc(C)n1
20	-7.9	-1.3	1.2	0.3	0.2	-0.3	4.7	7.9	-2.2	CC(C)Oc1cccc(NC(=O)c2cnccc2C(F)(F)F)c1
21	-1.8	2.6	6.2	4.7	0.6	4.4	7.1	-0.7	24.8	C/C=C/C=C/C(=O)[C@@H]1[C@@H]([C@]2(C)OC(=O)C(C)=C2O)[C@H]2/C(=C(O)/C=C/C=C/C)C(=O)[C@]1(C)C(=O)C2(C)O (stereo partly specified)
22	-2.8	1.9	-6.9	-10.2	0.3	-8.1	6.5	3.7	0.0	N#CC1=C(Nc2ccccc2)SC=C(c2ccc(Cl)c(Cl)c2)N=C1N1CCOCC1
23	3.5	5.5	18.6	-2.3	1.9	-3.3	-2.8	12.2	0.2	O=C(CCCn1cncn1)N1CCCC(N2CCN(c3ccccc3F)CC2)C1 (stereo unspecified)
24	-10.9	-10.8	.	-2.8	-1.5	18.8	7.6	-13.8	.	CSc1ccc(CN2CCC2(C)C(=O)NCc2cccc(C(F)(F)F)c2)cc1 (stereo unspecified)
25	3.2	-2.5	6.3	-0.5	0.5	-0.9	2.8	8.3	-1.1	COC(=O)c1ccccc1NC(=O)Nc1ncccc1C
26	22.6	-4.8	-0.2	1.8	0.5	-6.0	8.4	31.2*	-0.2	CCN1C(=O)N[C@@H](c2cccc(F)c2)C(C(C)=O)=C1C
27	7.9	1.9	5.8	-2.1	0.2	-16.5	-7.7	8.5	-1.8	COc1cccc(-c2nc(CS(=O)CC(=O)NCCCOC(C)C)c(C)o2)c1 (stereo unspecified)
28	-0.8	-6.9	22.7	4.8	-0.2	-5.0	-6.2	7.9	11.7	CC(=O)Nc1ccc(S(=O)(=O)NNC(=O)c2ccc([N+](=O)[O-])cc2)cc1
29	15.5	14.4	5.5	1.6	0.6	5.5	-4.5	4.4	1.1	CCOC(=O)c1oc2ccc(S(=O)(=O)N3CCOCC3)cc2c1C
30	8.5	-3.3	34.9	-1.7	0.9	-7.5	7.0	-1.9	-0.5	CCN(CC)C(=O)NCc1c(C)cc(C)cc1C

In another format: entries from further up
No. | Compound | M4 PAM | M5 PAM | CRFR2-BP antag | M5 ag | CHRM4 agonist | M4 antag | CHRM5 antagonist | M1 PAM | CRFBP-R2 agonist
11 | CCCNC(=O)Cn1cnc([N+](=O)[O-])n1 | -0.3 | 1.6 | 9.9 | 1.3 | 0.8 | 1.0 | -13.3 | 10.4 | -1.7
13 | O=C(CC12CC3CC(CC(C3)C1)C2)N1CCCC1 | -4.8 | -0.7 | -5.9 | 2.5 | 1.2 | 7.2 | -0.8 | -1.2 | 0.0

Carrying on:
nr	M4 PAM	M5 PAM	CRFR2-BP antag	M5 ag	CHRM4 agonist	M4 antag	CHRM5 antagonist	M1 PAM	CRFBP-R2 agonist	Compound
31	-7.5	-3.5	10.2	3.0	-0.1	4.0	4.8	0.1	-2.1	Cc1ccc(S(=O)(=O)NNC(=S)NCCc2ccccc2)cc1
32	5.6	2.1	-4.2	-0.3	1.7	-3.9	-7.5	-0.5	0.6	COc1ccc(OC(C)C(=O)NCC2CCCO2)cc1 (stereo unspecified)
33	4.1	-3.8	11.6	1.4	6.0	-6.5	11.2	-6.9	1.7	C[C@H](O)[C@@H]1CN2CCc3c([nH]c4ccc(-c5ccc6c(c5)OCO6)cc34)[C@@H]2C[C@@H]1N(C)C(=O)Nc1ccc(F)cc1
34	1.2	-4.2	-0.4	0.8	0.6	9.2	8.0	-0.2	-0.5	COC(=O)C(NC(=O)CN1C(=O)c2ccccc2C1=O)c1ccc(O)c(OC)c1 (stereo unspecified)
35	5.8	21.1*	-10.1	-0.9	-0.1	-6.0	2.6	11.7	0.4	O=C(CSc1nnc(Cc2ccccc2)o1)c1cc(F)ccc1F
36	4.9	11.1	26.7	-6.8	-0.5	-5.6	-2.3	5.4	-10.5	CCOc1ccc(C(=O)NC(C(=O)NCc2ccccc2OC)C(C)C)cc1 (stereo unspecified)
37	-0.4	-4.8	-13.4	-0.3	-0.6	1.8	5.2	4.6	3.7	Cn1c(C(=O)N2CCc3ccccc3C2)cc2oc3ccccc3c21
38	8.3	8.9	17.6	0.2	0.8	2.6	-11.3	9.0	-1.0	c1ccc2cc3[nH]c(CN4CCOCC4)nc3cc2c1
39	-2.8	1.4	6.7	-4.2	-1.5	1.7	8.0	-0.1	-1.2	CC(CCc1ccccc1)NC(=O)c1ccc(Br)cc1 (stereo unspecified)
40	0.5	-6.6	7.0	3.1	7.1	-4.3	17.8	-5.5	-0.2	O=C(Nc1cccc(F)c1)NC1CCCCC1
41	4.2	-1.5	-2.6	-5.6	1.5	-10.4	12.4	5.8	-1.5	S=C(Nc1ccccc1Cl)N(Cc1cccnc1)Cc1ccco1
42	-10.0	-9.8	-6.7	3.0	10.3	-0.4	20.7	-7.9	0.5	O=C(c1ccc(Cl)c(S(=O)(=O)N2CCCCC2)c1)N1CCN(c2ccccc2)CC1
43	-15.4	2.8	-3.2	-10.2	3.4	-3.1	-5.3	-14.2	0.1	OC(CNCCNc1ncccc1C(F)(F)F)COc1ccc(F)cc1 (stereo unspecified)
44	4.3	-3.2	-7.0	-3.4	-0.1	0.8	13.6	5.6	-0.2	CC(C)CC(NC(=O)C1CCC(C)CC1)C(=O)Nc1ccccc1F (stereo unspecified)
45	-5.5	-2.3	-0.7	-2.3	-0.6	8.2	1.5	7.5	0.3	COc1ccc2ccccc2c1/C=N/NC(=S)Nc1cc(S(=O)(=O)N2CCOCC2)ccc1N1CCOCC1
46	0.8	3.6	-12.1	0.3	0.9	4.1	9.9	11.8	-0.1	Cc1sc2c(c1C)C(=O)/C(=C\Nc1ccccn1)S(=O)(=O)N2C
47	2.2	-4.0	0.2	-1.1	0.1	-4.2	4.1	4.9	-0.1	O=C(O)c1ccc2c(c1)C(=O)N(Cc1ccc3c(c1)OCO3)C2=O
48	5.4	-0.2	-4.1	1.2	0.6	-9.0	2.6	7.8	-1.7	N#C/C(=C/c1cn(CC(=O)O)c2ccccc12)C(=O)Nc1ccccc1
49	-4.8	18.3*	0.4	-2.2	-0.1	4.5	-1.2	-3.4	-0.6	CC(C)CNC(=S)NNC(=O)CC(C)O (stereo unspecified)
50	-5.8	-14.8	3.9	-12.7	5.5	-11.0	-2.2	-1.1	-2.4	N#Cc1nc(COc2ccc(F)cc2)oc1N1CCCC1
51	-0.3	-12.3	5.9	3.4	11.3	-20.3	8.9	1.2	-0.2	COc1ccc(Cc2nnc(SCC(=O)N(C)CC(=O)Nc3ccc(C)cc3)o2)cc1
52	4.1	5.7	.	-2.0	-0.1	-11.4	-5.1	10.9	.	CCc1nc2c(OCCn3cccc3)cccn2c1N(C)C(=O)CC(C)C
53	4.1	22.2*	-14.3	1.6	4.9	-7.2	-1.6	12.7	0.1	CCOc1ccc(NC(=O)CN(C)C(=O)c2cccnc2Sc2ccc(C)c(C)c2)cc1OCC
54	5.5	10.0	2.5	-1.7	0.3	3.0	1.5	5.7	-0.2	COCCNC(=S)N1CCCC(CO)C1 (stereo unspecified)
